Screening data deposited in PubChem BioAssay by National Center for Advancing Translational Sciences (NCATS).
ERG-DNA inh: blocks human ERG Ets domain binding to DNA | Potency, µM (doses to about 76.9 µM), for inactives: at the top dose FP activity, negative = inhibition, actives largely listed as inhibitors | fluorescence polarization, His-ERG Ets domain / labelled DNA | P11308 | hit rate 0.028% among 370,000 | AID 624246; active means well fitted inhibition curve with a large enough effect in the polarisation, with a control signal flat; inconclusive means small, poorly fitted or top-dose-only effect, or effect the other way, or a change in a side signal; inactive means no such curve, though single readings can be large or run the other way; the % refers to the polarisation;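 further: polarization taken with two DNA probes labelled with fluorescein and Texas red; potency means the concentration at half of the fitted maximal effect; % of control where 0% means no effect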
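His-tagged ERG Ets domain (1 uM in the protein solution; 300mM KCl, 50mM Tris-HCl, 1mM EDTA, 1mM DTT, pH 7.5) received compound, then a probe mix of 5 nM fluorescein-DNA and 100nM Texas-615-DNA. Fluorescence polarization was read for both dyes.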
Pin1 inhibitor: human Pin1 inhibition; Pin1 FP peptide displacement, HiFluor488, 10 min; Potency, µM (series often up to 115 µM), inactives show at the top dose activity, negative = inhibition, usual class: inhibitors; hit rate 0.009% among 390,000; active means well fitted inhibition curve with a large enough effect in the polarisation, with a control signal flat, not every such curve was filed as active; inconclusive means small, poorly fitted or top-dose-only effect, or effect the other way, or a change in a side signal; inactive means no such curve, though single readings can be large or run the other way; the % refers to the polarisation; further: potency means the concentration at half of the fitted maximal effect; on the % scale 0 is the no-effect control and ±100 the full control effect
HP1b chromo inh: inhibitors of HP1-beta chromodomain binding to methylated histone tails | P83916 | AlphaScreen HP1-beta / biotin-H3K9me3 peptide binding | Potency, µM (series often up to 114 µM), for inactives: at the top dose activity change, negative = inhibition, hits mostly inhibitors | hit rate 0.56% among 390,000 | AID 540317; further: potency means the concentration at half of the fitted maximal effect; nearly all actives have a fitted effect of over 70% in size; inactives centre near 23
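AlphaScreen: HP1-beta (50 nM) preformed 30 min with biotin-H3(1-18)K9me3 peptide (50 nM) in PBS pH 7.4, 0.01% Tween-20. Compound added for 30 min at RT, then streptavidin donor/nickel chelate acceptor beads (10 ug/mL) for 30 min.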
BAZ2B inh: blocks human BAZ2B; AlphaScreen BAZ2B-H3K14Ac peptide displacement; Potency, µM (doses to about 114 µM), for inactives: at the highest dose activity change, negative = inhibition, usual class: inhibitors; Q9UIF8; hit rate 4.4% among 360,000; AID 504333; further: potency means the concentration at half of the fitted maximal effect; on the % scale 0 is the no-effect control and ±100 the full control effect; nearly all actives have a fitted effect of over 60% in size
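Complex of BAZ2B and biotin-H3K14Ac (50 nM apiece) forms over 30 min at RT, then faces library compounds up to 110 uM for another 30 min; AlphaScreen beads added, 20 min dark incubation, luminescence read.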
G9a block: inhibitors of human histone lysine methyltransferase G9a; hit rate 8.8% among 350,000; G9a H3K9 monomethylation, AlphaScreen, 2 h; Potency, µM (titrated, usually from 102 µM), without a hit: at the highest dose activity, negative = inhibition, hits mostly inhibitors; Q96KQ7; further: potency means the concentration at half of the fitted maximal effect; on the % scale 0 is the no-effect control and ±100 the full control effect; nearly all actives have a fitted effect of over 75% in size
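Using a bead-based AlphaScreen, monomethylated H3K9 product from 2 h room-temperature reactions (G9a 20 nM, peptide 500 nM, SAM 20 uM) was detected with 0.5 ug/mL rabbit anti-H3K9me1 antibody.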
PGK inhibitor: T. brucei PGK inhibition | P07378 | PGK/GAPDH coupled, Kinase-Glo luminescence, 60 min | Potency, µM (titrated, usually from 57.5 µM), for the others: at the top dose activity change, negative = inhibition, most hits filed as inhibitors | hit rate 0.043% among 380,000 | AID 602233; further: potency means the concentration at half of the fitted maximal effect; on the % scale 0 is the no-effect control and ±100 the full control effect; nearly all actives have a fitted effect of over 60% in size
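Recombinant glycosomal PGK reaction used 1,3-bisphosphoglycerate generated in-well by GAPDH (100nM final) in 100mM TEA pH 7.6, 5mM MgCl2, 0.01% Tween-20. After 60 minutes at room temperature, ATP was read by Kinase-Glo Plus luminescence end-point.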
JMJD2A Tudor: blocks the human JMJD2A Tudor domain; AlphaScreen JMJD2A-Tudor / H3K4me3 peptide binding; Potency, µM (doses to about 114 µM), without a hit: at the highest dose activity change, negative = inhibition, usual class: inhibitors; hit rate 4.4% among 390,000; AID 504339; further: potency means the concentration at half of the fitted maximal effect; on the % scale 0 is the no-effect control and ±100 the full control effect; nearly all actives have a fitted effect of over 50% in size
Target sequence (O75164 whole entry, looked up, the tested form may be a part): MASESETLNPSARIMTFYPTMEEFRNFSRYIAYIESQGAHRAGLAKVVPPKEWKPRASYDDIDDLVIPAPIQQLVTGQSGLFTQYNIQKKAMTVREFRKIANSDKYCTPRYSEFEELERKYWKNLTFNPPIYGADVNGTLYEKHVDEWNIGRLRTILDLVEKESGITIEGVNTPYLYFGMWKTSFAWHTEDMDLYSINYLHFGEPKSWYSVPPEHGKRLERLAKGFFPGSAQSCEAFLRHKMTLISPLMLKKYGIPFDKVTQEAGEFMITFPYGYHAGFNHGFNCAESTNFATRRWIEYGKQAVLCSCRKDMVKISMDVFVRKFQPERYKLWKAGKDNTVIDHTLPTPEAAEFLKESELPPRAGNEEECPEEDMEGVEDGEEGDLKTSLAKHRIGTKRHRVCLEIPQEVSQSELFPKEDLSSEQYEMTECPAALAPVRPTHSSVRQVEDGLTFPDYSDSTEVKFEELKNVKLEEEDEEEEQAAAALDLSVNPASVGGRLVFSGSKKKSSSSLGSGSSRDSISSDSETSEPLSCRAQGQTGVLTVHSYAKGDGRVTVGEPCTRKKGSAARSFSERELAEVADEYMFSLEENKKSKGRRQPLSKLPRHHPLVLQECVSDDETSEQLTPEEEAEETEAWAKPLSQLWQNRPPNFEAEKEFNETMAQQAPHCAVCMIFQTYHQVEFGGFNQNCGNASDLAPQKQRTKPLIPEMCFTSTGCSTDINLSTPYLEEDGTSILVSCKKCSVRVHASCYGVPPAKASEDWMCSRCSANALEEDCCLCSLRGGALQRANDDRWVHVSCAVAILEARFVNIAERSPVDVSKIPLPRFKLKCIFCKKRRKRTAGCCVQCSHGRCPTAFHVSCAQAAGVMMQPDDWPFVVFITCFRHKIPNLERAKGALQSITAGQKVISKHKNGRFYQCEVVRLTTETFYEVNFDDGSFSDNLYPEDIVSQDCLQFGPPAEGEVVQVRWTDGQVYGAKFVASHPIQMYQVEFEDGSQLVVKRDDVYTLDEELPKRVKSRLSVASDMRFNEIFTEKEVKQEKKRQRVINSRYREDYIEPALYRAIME
GLS inh: inhibitors of human glutaminase (GLS). Potency, µM (top dose mostly 45.5 µM), without a hit: at the top dose activity change, negative = inhibition, usual class: inhibitors. AID 624170. hit rate 0.21% among 410,000. GLS enzymatic activity, qHTS titration; further: potency means the concentration at half of the fitted maximal effect; on the % scale 0 is the no-effect control and ±100 the full control effect
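hKGA in 45 mM KH2PO4 pH 8.2, 0.02% Tween-20 with pin-transferred compounds; 1 mM L-glutamine (stock) plus glutamate oxidase/HRP/Amplex Red coupling added. Fluorescence read initially and after 30 min at RT.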
PI4K2A inh: PI4K2A (human) kinase inhibition; activity change, negative = inhibition, % at 76.9 µM; purified PI4K2A, ADP-Glo luminescence, 1 h; stronger effect = lower value; AID 1346378; hit rate 0.13% among 420,000; Q9BTU6; in the data active means activity change below about -50%; inconclusive means mostly about -30% to -49%;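 further: -100% = wells without enzyme as full effect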
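In this quantitative HTS, ADP production by PI4K2A was quantified luminescently after 1 h at ambient temperature; 100 microM adenosine served as plate-quality control.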
An asterisk follows results filed as active; i = inactive; ? = inconclusive; · = no result given; & = joins results of further samples; [ ] = remark or other dose. Unless noted, the call rests on the fitted dose curve; in most records, active means well fitted curve in the direction sought with a large enough effect; inconclusive means small, poorly fitted or top-dose-only effect, or another doubt; inactive means no such curve, though single readings can be large; an effect the other way counts as inactive or inconclusive.

ERG-DNA inh	Pin1 inhibitor	HP1b chromo inh	BAZ2B inh	G9a block	PGK inhibitor	JMJD2A Tudor	GLS inh	PI4K2A inh	SMILES
·	-2.5%	-3.5%	-2.6%	-3.5%[59 µM]	0.2%	-26.9%	7.9%	2.9	O=C(N/N=C\c1cn[nH]c1-c1ccccc1)c1cccs1
-5.3%	6.8%	14.2%	·	·	0.4%	-35.5%	-0.2%	0.5	C[C@H]1CN([C@@H](C)CO)C(=O)Cc2cc(NC(=O)CCC(F)(F)F)ccc2O[C@H]1CN(C)Cc1ccc(C(F)(F)F)cc1
-1.0%	3.0%	34.9%	-2.4%	25.2%	-3.2%	-2.9%	-0.2%	-1.1	CC(NS(=O)(=O)c1ccc2c(c1)C(C)(C)C(=O)N2C)c1ccccc1 (stereo unspecified)
-1.8%	12.1%	-35.5%	44.7µM*	?	-1.6%	50.1µM*	-8.5%	-10.4	Cc1ccc2c(c1)c(C)c(C)n2CC(O)Cn1nc(C)c(Br)c1C (stereo unspecified)
5.0%	-8.2%	21.9%	·	·	-11.2%	-23.0%	5.8%	-5.7	COCC1=C(C(=O)OC(C)OC(=O)OC(C)C)N2C(=O)[C@@H](NC(=O)/C(=N\OC)c3csc(N)n3)[C@H]2SC1 (stereo partly specified)
9.2%	-17.0%	22.7%	-7.7%	3.1%[59 µM]	11.0%	-17.2%	-10.3%	-1.7	Cc1ccc(C)c(NC(=O)N2CCC(N3CCN(Cc4ccc(F)cc4)C(=O)C3=O)CC2)c1
0.2%&6.5%	-5.1%&10.9%	24.7%&32.7%	-3.5%&-12.3%	-5.7%[59 µM]	-0.4%&8.0%	5.8%&-0.3%	-11.1%&-2.4%	5.3&1.5	CCOc1ccccc1CNC(=O)CCCn1ccc2cc(S(=O)(=O)N3CCCC3)ccc21
7.5%	4.2%	-4.7%	-36.1%	10µM*	?	?	-1.9%	-18.9	Cc1oc(-c2nc3ccccc3n2C)cc1C(=O)c1ccccc1
5.8%	-3.3%	6.8%	?	19.4%	-1.6%	-16.5%	-7.4%	1.0	CCOC(=O)C(=O)c1c(-c2ccc(C)cc2)nc2ccccn12
-4.1%	1.1%	12.2%	-3.0%	3.6%[59 µM]	-0.4%	-12.4%	11.9%	-6.3	C=CCC1c2cccc(C(=O)O)c2C(=O)N1c1ccc(Cl)cc1 (stereo unspecified)
3.9%	0.4%	19.7%	1.5%	10.4%	-0.6%	-8.9%	1.8%	7.3	Cc1onc(-c2ccccc2)c1C(=O)OCC(=O)NC(=O)c1ccccc1
4.6%	0.8%	10.2%	1.7%	0.2%	-2.6%	-2.9%	3.1%	-4.7	CCOCc1nnc(NC(=O)CS(=O)(=O)c2ccc(C)cc2)s1
5.6%	?	56.9%[activator]	1.4%	11.5%	-8.8%	0.7%	-1.1%	-3.6	COC(=O)c1sc2nc(C)nc(SCC(=O)C(C)(C)C)c2c1C
7.8%	0.9%	-12.6%	?	50.1µM*	?	79.4µM*	?	-5.3	CCOC(=O)CN1C(=O)S/C(=C\c2ccc(-c3ccc(C(=O)O)c(Cl)c3)o2)C1=O
2.0%	7.0%	12.5%	-0.5%	0.9%[59 µM]	0.7%	-18.5%	-1.3%	2.2	Cc1ccc(NC(=O)C2CCCN2S(=O)(=O)c2cccc3cccnc23)cc1 (stereo unspecified)
1.7%	2.9%	-12.3%	?	31.6µM*	i	?	27.6%	-2.6	O=C(NC(=S)Nc1cccc2cc(O)ccc12)c1ccccc1Br
9.6%	-2.0%	59.7%[activator]	11.4%	12.2%[59 µM]	-3.3%	9.3%	-9.2%	2.6	CCOCCCn1c(SCC(=O)Nc2ccc(CC)cc2)nc2ccccc2c1=O
0.3%	2.0%	40.4%	8.7%	-5.2%[59 µM]	·	2.7%	6.5%	0.1	CCOC(=O)c1oc2c(c1C)-c1nn(Cc3c(F)cccc3Cl)cc1CC2
4.3%	2.0%	25.6%	79.4µM*	?	-9.4%	?	11.2%	-0.3	C#CCOCCOCCOCCNc1nc(N2CCN(C(=O)[C@H](CCCCN)n3cc([C@@H](N)C(C)CC)nn3)CC2)nc(N2CCN(C(=O)[C@H](Cc3ccc(O)cc3)n3cc([C@@H](N)CC(C)C)nn3)CC2)n1 (stereo partly specified)
0.7%	1.2%	-12.6%	2.1%	?	-6.3%	-26.9%	-3.5%	-1.6	O=C(CCN1C(=O)c2ccccc2S1(=O)=O)N1CCN(c2cccc(Cl)c2)CC1
-1.6%	-1.4%	20.4%	-3.5%	·	i	-27.6%	5.4%	4.1	COCCCN1C(=O)C(=O)/C(=C(/O)c2ccc(S(=O)(=O)N3CCCCC3)cc2)C1c1ccc(OC)cc1 (stereo unspecified)
0.7%	-5.2%	24.9%	·	·	-9.0%	-5.2%	3.5%	-0.3	O=C(CNS(=O)(=O)c1ccc(F)cc1)N1CCCC1
-6.0%	8.4%	1.8%	-36.6%	?	-3.7%	?	10.1%	-4.9	CSCCC(/C(O)=C(\C#N)c1nc2ccccc2[nH]1)N1C(=O)c2ccccc2C1=O (stereo unspecified)
-3.8%	1.5%	28.2%	·	-24.1%	-0.2%	-8.6%	11.0%	4.9	O=C(Nc1nnc(-c2ccc3c(c2)OCCO3)o1)C1CCCCC1
7.0%	-5.0%	15.1%	-5.4%	2.6%[59 µM]	i	-20.3%	-3.9%	0.1	COc1ccc(-c2nc(S(=O)(=O)c3ccccc3)c(N3CCC(C)CC3)o2)cc1
-3.7%	?	5.4%	?	-27.7%[59 µM]	2.9%	-11.3%	-7.8%	0.7	Cc1cc(C)cc(-n2c(SCC(=O)Nc3ccccc3F)nc3c(oc4ccccc43)c2=O)c1
6.5%	3.6%	28.3%	1.7%	4.1%	-2.8%	0.0%	-0.3%	-4.6	Cc1[nH]c2ccccc2c1C(=O)CSc1ccccn1
16.1%	-3.2%	16.8%	-0.5%	·	i	-3.5%	0.4%	-2.2	CCOC(=O)c1ccccc1-n1nnnc1C
-22.3%	-4.6%	36.4%	-8.7%	-0.7%[59 µM]	-11.3%	-4.7%	-3.0%	-0.8	COc1ccc(S(=O)(=O)c2cc3cc(OC)ccc3oc2=O)cc1
-2.6%	?	19.8%	-24.6%	7.1%	3.3%	-25.2%	11.3%	-2.8	COc1ccc2nc(NC(=O)c3ccc([N+](=O)[O-])o3)sc2c1
-8.9%	-5.5%	59.0%[activator]	-17.4%	·	-8.5%	-32.4%	-8.4%	3.0	Cc1c(Br)c([N+](=O)[O-])nn1CC(=O)Nc1ccc2nc3n(c(=O)c2c1)CCCC3
-4.4%	-3.2%	2.0%	-10.3%	?	-9.7%	?	-3.2%	-2.2	Cc1cccc(NC(=O)CSc2nnc(CSc3nc(C)cc(C)n3)n2Cc2ccco2)c1
7.7%	-6.2%	32.1%	-1.1%	13.7%	-0.2%	-4.1%	-1.7%	-0.5	CCC1CCCCN1C(=O)c1noc(C(C)C)c1[N+](=O)[O-] (stereo unspecified)
-9.3%	?	48.1%[activator]	-20.1%	20.4%	2.4%	-16.4%	-7.4%	-9.3	COc1cccc(/C=N/Nc2nc(-c3cccnc3)nc3ccccc23)c1
-2.5%	2.4%	3.3%	5.4%	22.4µM*	1.1%	3.4%	-5.4%	-4.2	O=C(CSc1ncnc2ccccc12)c1cccs1
2.5%	-0.4%	33.5%	4.9%	9.5%	i	3.4%	0.6%	-5.6	COc1ccc(C2CC(=O)N(C)c3ccccc3S2)cc1 (stereo unspecified)

Records above printed as active in JMJD2A Tudor:
ERG-DNA inh	Pin1 inhibitor	HP1b chromo inh	BAZ2B inh	G9a block	PGK inhibitor	JMJD2A Tudor	GLS inh	PI4K2A inh	SMILES
-1.8%	12.1%	-35.5%	44.7µM*	?	-1.6%	50.1µM*	-8.5%	-10.4	Cc1ccc2c(c1)c(C)c(C)n2CC(O)Cn1nc(C)c(Br)c1C (stereo unspecified)
7.8%	0.9%	-12.6%	?	50.1µM*	?	79.4µM*	?	-5.3	CCOC(=O)CN1C(=O)S/C(=C\c2ccc(-c3ccc(C(=O)O)c(Cl)c3)o2)C1=O

The results go on.
ERG-DNA inh	Pin1 inhibitor	HP1b chromo inh	BAZ2B inh	G9a block	PGK inhibitor	JMJD2A Tudor	GLS inh	PI4K2A inh	SMILES
-3.8%	0.0%	39.4%[activator]	-3.8%	8.5%[59 µM]	7.3%	-8.3%	0.6%	6.5	Cc1ccc(C(=O)CCNc2ccc(F)c(Cl)c2)o1
-2.0%	1.5%	?	-21.6%	7.08µM*	-0.7%	-23.5%	?	1.9	Clc1ccc(-c2nn3c(C4COc5ccccc5O4)nnc3s2)cc1 (stereo unspecified)
9.0%	-0.3%	22.6%	-16.9%	-25.9%	1.7%	-17.1%	14.7%	2.9	CCCCCOc1ccc2oc(=O)c3c(c2c1)CCCN3C(=O)CN1CCCC(C(=O)OCC)C1 (stereo unspecified)
5.3%	6.8%	27.7%	9.4%	?	i	-18.4%	3.6%	-4.1	CCn1c(/C=C/Nc2ccccc2)[n+](CC)c2cc(Cl)c(Cl)cc21
-3.7%	-8.1%	30.3%	-3.6%	-3.3%	-2.7%	-3.5%	4.2%	-2.7	CCC(=O)Nc1ccc(Cl)c(NC(=O)c2ccccc2OC)c1
8.7%	2.9%	43.7%[activator]	-2.3%	-32.0%	-5.3%	-11.0%	-4.0%	-5.0	O=C(CCSCc1ccccc1F)NCCc1ccccc1
3.5%	1.2%	19.9%	·	-1.0%	i	-23.7%	11.7%	1.1	CC(=O)Nc1ccc(-c2c(C)cc3oc(=O)cc(-c4ccccc4)c3c2C)cc1
